# RMI FANCM FP – disruptors of RMI1/RMI2 association with MM2 peptide – biochemical, fluorescence polarization, human, primary screen; RMI core complex (RMI1/RMI2) binding to FANCM MM2 peptide, human; RMI core complex with F-MM2 peptide; stronger effect = lower value; FP signal (polarization) at 33 µM; hit rate 0.58% among 70,000; AID 1159607, 2016; in the data active means FP signal below about 40; further: inactives centre near 61; strong numbers were not always called active; unit not given here
# * = called active by the depositor; & = joins results of further samples. Some of the compounds tested. The share of hits here may be higher or lower than overall.
RMI FANCM FP,molecule
53,O=C1CC2(CCN(C(=O)Cc3ccc(F)cc3)CC2)Oc2ccccc21
77,COCCN1CCC(CNC(=O)C(=O)Nc2ccc(C(F)(F)F)cc2)CC1
59,COC(=O)C1=C(NC(=O)NC(=O)N(c2ccc(Cl)cc2)S(=O)(=O)c2ccc(C)cc2)CCS1
61,COc1cc(C(=O)N(Cc2cccs2)C2CCS(=O)(=O)C2)cc(OC)c1OC (stereo unspecified)
67,O=C(NCCn1ncc2c(=O)n(Cc3cccc(F)c3)cnc21)c1cccs1
62,CCOC(=O)CSC(=O)c1cccnc1Oc1ccccc1
65,NC(=O)CSc1cn(Cc2ccccc2Cl)c2ccccc12
65,COc1ccc(N2CCN(C(=O)Cc3csc(Nc4ccccc4)n3)CC2)cc1
57,Cc1ccc(S(=O)(=O)NCCC(=O)N/N=C/c2c[nH]c3ccccc23)cc1
72,O=C(Nc1ccncc1)c1ccc(NS(=O)(=O)c2cccc(F)c2)cc1
69,COc1ccc(SCCC(=O)Nc2nc3cc4c(cc3s2)OCCO4)cc1
64,Cc1cc(S(=O)(=O)NCCN2CCN(c3ccccc3)CC2)ccc1F
68,CC1(C)CCC2=C(O1)c1ccccc1C(=O)C2=O
70,Brc1ccc(CSC2=NCCN2)cc1
59,CCOC(=O)c1sc(S(C)=NC(=O)Nc2ccc(Cl)cc2)c2c1CCC=C2 (stereo unspecified)
66,CC(C)(C)c1csc(CN2CCN(CC(=O)NCCc3ccccc3)CC2)n1
62,CC1=CC(=C2C(=O)NC(=O)NC2=O)C=C(C)N1CCN1CCOCC1
106,O=C(CSc1ncc(-c2cccc(Br)c2)o1)Nc1ccc(Br)cc1
80,CCOC(=O)c1cc2c(=O)n3ccccc3nc2n(CCOC)c1=N
59,Cc1ccc(SCC(=O)Nc2nc(-c3ccc(F)cc3)cs2)cc1
65,COC(=O)c1ccc(NC(=O)C(=O)NCC(c2cccn2C)N2CCCC2)cc1 (stereo unspecified)
60,O=C(NCc1csc2ccccc12)c1cc(F)cc2c1OCOC2
68,Cc1cc(-c2nnc(NC(=O)c3cccs3)o2)n(C)n1
71,Cc1ccc(C(=O)Nc2c(N)nc(SCC(=O)Nc3cc(C)on3)[nH]c2=O)cc1
65,CN1C(=O)C(C)(C)COc2ccc(NS(=O)(=O)Cc3ccccc3F)cc21
64,COCCCNC(=O)CCn1cnc2c([nH]c3ccc(C)cc32)c1=O
61,COc1cc(OC)cc(C(=O)NNC(=O)c2ccc(=O)n(Cc3ccc(Cl)cc3)c2)c1
57,Cc1ccccc1C(=O)NC(NCC1CCCO1)C(Cl)(Cl)Cl (stereo unspecified)
80,Cc1ccc(Cl)cc1NC(=O)CSc1ncc(S(=O)(=O)c2cccs2)c(N)n1
93,CC(=O)c1ccc(N2CCN(S(=O)(=O)CCCOc3ccc(F)cc3)CC2)cc1
72,COC(=O)c1ccc(NC(=O)C(=O)NCC2CCN(Cc3cccs3)CC2)cc1
67,Cc1cc(NC(=O)C(=O)c2c(C)[nH]c3ccccc23)n(-c2nc3c(cnn3-c3ccccc3)c(=O)[nH]2)n1
56,O=C(Nc1cccc2c1C(=O)NC2=O)c1cc(Cl)ccc1[N+](=O)[O-]
56,S=c1[nH]c(-c2ccccc2)c(-c2ccccc2)o1
54,Cn1c(=O)c2c(ncn2CC(O)CN2CCN(c3ncccn3)CC2)n(C)c1=O (stereo unspecified)
79,Cc1ccc2nc(-c3ccc(NC(=O)c4ccnn4C)cc3)sc2c1
65,Cc1cc(C)n(-c2nc(N)cc(=O)[nH]2)n1
97,O=C(c1cccs1)N1N=C(c2ccc(Br)cc2)CC1c1nc2ccccc2[nH]1 (stereo unspecified)
54,CC(C)(C)c1ccc(N2C(=N)SCC2=O)cc1
63,COc1nc2ccccc2nc1N1CCN(Cc2ccccc2)CC1
54,CCOC(=O)/C(C#N)=C/Nc1ncccc1C
68,Cc1ccc(OCC(=O)NCC2CCN(C(C)C)CC2)cc1
51,N#Cc1cnn(-c2ncnc3c2cnn3-c2ccccc2)c1N
61,O=C(NNC1CC(=O)N(c2ccc(Br)cc2)C1=O)c1ccccn1 (stereo unspecified)
72,CCn1c(=NC(=O)c2ccnn2C)sc2cc3c(cc21)OCCO3
61,COc1cc(C)c(C)cc1S(=O)(=O)Nc1ccc2c(c1)N(C(=O)c1ccccc1)CCC2
64,O=C(/C=C/c1ccco1)c1ccc(F)cc1
63,Cc1cc(S(=O)(=O)C(CNC(=O)Oc2ccccc2)c2ccco2)ccc1F (stereo unspecified)
128,COC(=O)c1ccc2c(c1)sc(=NC(=O)CCS(=O)(=O)c1ccccc1)n2C
53,O=C(CCn1c(=O)oc2ccccc21)Sc1ccc(C(F)(F)F)cc1

# Remaining list, next part:
RMI FANCM FP,molecule
64,COc1cccc(S(=O)(=O)N2CCN(c3ccc(Cl)c(Cl)c3)CC2)c1
53,CC(C)CNC(CC(=O)Nc1ccccc1C#N)C(=O)O (stereo unspecified)
61,CCCN(CCC)S(=O)(=O)c1ccc(C(=O)Nc2ccccc2C(=O)Nc2ccc(C)cc2C(=O)c2ccccc2)cc1
77,COC(=O)CSc1nc(N)c(C#N)c(-c2ccco2)c1C#N
54,CN(C(=O)c1cnccc1C(F)(F)F)c1nc2cc(Cl)ccc2s1
71,O=C(NCCc1ccccc1)C(=O)NCC1CCN(Cc2ccco2)CC1
110,CS(=O)(=O)N1CCCC(C(=O)Nc2sccc2-c2nc3ccccc3s2)C1 (stereo unspecified)
73,Cc1ccc(S(=O)(=O)N2CCC(c3nc(-c4ccccc4Cl)no3)CC2)cc1
58,Cc1c(Cc2c(F)cccc2Cl)c(=O)oc2cc(OC(=O)c3ccco3)ccc12
62,Cc1cc(C)nc(-n2nc(C(C)(C)C)cc2OCC(=O)NC2CCCCC2)n1
59,Cc1cc(C(=O)Nc2cc(C(F)(F)F)ccc2N2CCOCC2)no1
69,COc1ccc(-c2cc(OCC(=O)Nc3ccc4c(c3)OCO4)c3ccccc3n2)cc1
55,CCOC(=O)C1CCCCN1C(=O)c1c(SC)nsc1SC (stereo unspecified)
75,COc1ccc(CCS(=O)(=O)Nc2ccc3c(c2)N(C(=O)c2ccco2)CC3)cc1
57,O=C(NCC1COC2(CCCCC2)O1)c1cc(Cl)ccc1[N+](=O)[O-] (stereo unspecified)
62,COc1ccc(C(=O)NCc2nnc(SCc3ccc(F)cc3)n2-c2ccccc2Cl)cc1
47,O=C(NCc1ccc(S(=O)(=O)NCc2cc(F)cc3c2OCOC3)s1)c1ccc(Cl)cc1
49,CC(C)C(=O)NNc1ncc(C(F)(F)F)cc1Cl
46,CN(C)C=NS(=O)(=O)c1cc(Cl)c(Oc2ccc([N+](=O)[O-])cc2)c(Cl)c1
62,Nc1ncnc(NCCCO)c1[N+](=O)[O-]
60,COC(=O)Nc1ccc(S(=O)(=O)Nc2ccccc2OC)cc1
55,CCOC(=O)N1CCC(NC(=O)c2ccc(Cl)cc2)CC1
56,Nc1ncnc2cccc(F)c12
61,Cc1cc(N2C(=O)CC3(CCCC3)CC2=O)ccc1Br
65,C=C1CC[C@H](O)C/C1=C/C=C1\CCCC2(C)C1CCC2C(C)CCCC(C)C (stereo partly specified)
69,O=C(NCC1(c2cccs2)CCCC1)c1ccc2c(c1)OCO2
50,CCCCOC(=O)c1ccc(NC(=O)c2snnc2CC)cc1
64,O=C(Nc1nc(-c2ccc(Cl)c(Cl)c2)cs1)C1=COCCO1
61,Cn1nc2c(c1NC(=O)c1ccc3ncsc3c1)CCC2
62,Cc1ccc(OCC(O)CN2CCN(Cc3ccc(Cl)cc3)CC2)cc1 (stereo unspecified)
53,CCCc1c(C(=O)N2CCN(c3ccc(C(F)(F)F)cn3)CC2)cnn1-c1ccccc1
54,COc1ccc(C)cc1S(=O)(=O)NCCc1csc(-c2ccc(C(F)(F)F)cc2)n1
57,CC1=C(C#N)C(c2sccc2C)C2=C(CCCC2=O)N1 (stereo unspecified)
66,Cc1cc(S(=O)(=O)Nc2ccc3c(c2)N(C)C(=O)C(C)(C)CO3)ccc1F
53,COc1cc(/C=N\NC(=O)CN2C(=O)CSc3ccccc32)cc(OC)c1OC
57,COC(=O)c1ccc(OCC2c3cc(OC)c(OC)cc3CCN2C(=O)CCC2CCCC2)cc1 (stereo unspecified)
61,O=C(Cc1ccc([N+](=O)[O-])cc1)NCCOc1ccc(F)cc1
60,CCOC(=O)c1nc(-c2ccc([N+](=O)[O-])o2)no1
64,Cc1cc(C)cc(N(C)S(=O)(=O)c2ccsc2-c2nc(-c3cccnc3)no2)c1
77,Cc1csc(NC(=O)CSc2nnc(NC(=O)Cc3ccccc3)s2)n1
81,COc1ccccc1NC(=O)Nc1cccc(-c2ccc(N3CCN(C)CC3)nn2)c1
67,COc1ccc2nc(N3CCN(C(=O)C4CCCN(S(C)(=O)=O)C4)CC3)sc2c1 (stereo unspecified)
63,CCOc1ccc(C(C)C)cc1S(=O)(=O)Nc1cccnc1
63,O=C(Nc1ccc(Br)cc1-c1nc2ccccc2[nH]c1=O)c1cccs1
72,COc1ccc(-c2ccc(=O)n(CCCC(=O)Nc3ccc(Cl)cc3)n2)cc1OC
101,Clc1ccc(C(c2ccc(Cl)cc2)n2cc[n+](CC(OCc3ccc(Cl)cc3Cl)c3ccc(Cl)cc3Cl)c2)cc1 (stereo unspecified)
58,Cc1cc(NC(=O)CSc2nnc(-c3ccncc3)n2C)n(-c2ccccc2)n1
73,CCCCNC(=O)CCCn1nc(-c2cccc(OC)c2)ccc1=O
55,CCCCc1ccc(S(N)(=O)=O)cc1
61,COc1cccc(OCC(=O)Oc2c(Br)cc(Br)cc2Br)c1

# Entries from the list above containing a cyano group:
RMI FANCM FP,molecule
54,CCOC(=O)/C(C#N)=C/Nc1ncccc1C
51,N#Cc1cnn(-c2ncnc3c2cnn3-c2ccccc2)c1N
53,CC(C)CNC(CC(=O)Nc1ccccc1C#N)C(=O)O (stereo unspecified)
77,COC(=O)CSc1nc(N)c(C#N)c(-c2ccco2)c1C#N
57,CC1=C(C#N)C(c2sccc2C)C2=C(CCCC2=O)N1 (stereo unspecified)

# (further entries)
RMI FANCM FP,molecule
55,CCc1nc2sc(C(c3ccc(F)c(F)c3)N3CCN(C(=O)c4ccco4)CC3)c(O)n2n1 (stereo unspecified)
56,C(C#CCOc1ccccc1)#CCOc1ccccc1
61,Nc1ccc2c(C(F)(F)F)cc(C(F)(F)F)nc2n1
57,O=S(=O)(c1ccc(-c2ccccn2)s1)N1CCC2(CC1)OCCO2
82,Cc1nnc(NC(=O)CSc2ccc(NC(=O)c3cccc(F)c3)nn2)s1
60,CN(C)/C=N\NC(=O)c1cc(C(C)(C)C)[nH]n1
52&65&61,CC(C)NCC(O)c1ccc(O)c(O)c1 (stereo unspecified)
68,COc1ccc(S(=O)(=O)NCC(c2ccc3c(c2)CCCN3C)N(C)C)c(OC)c1 (stereo unspecified)
61,COc1ccc(Nc2ncnc3nc[nH]c23)cc1OC
62,O=c1oc2ccccc2n1CCc1nnc(-c2cccc(Cl)c2)o1
60,Clc1c(-c2nnc(SC/C=C/c3ccccc3)o2)sc2ccccc12
62,COc1cccc(NC(=O)N2CCCC(c3nnc(Cc4ccc(F)cc4)o3)C2)c1 (stereo unspecified)
45,O=C1NC(=O)N2CSCC12 (stereo unspecified)
66,CN1CCN(C(CNS(=O)(=O)c2ccc(F)cc2F)c2ccc3c(c2)CCCN3C)CC1 (stereo unspecified)
57,O=C(O)C(O)c1ccccc1 (stereo unspecified)
60,O=C1CN(S(=O)(=O)c2cccc([N+](=O)[O-])c2)CC(Cn2c3ccccc3c3ccccc32)O1 (stereo unspecified)
79,COc1ccc(C[C@H](N)C(=O)N[C@H]2[C@@H](O)[C@H](n3cnc4c(N(C)C)ncnc43)O[C@@H]2CO)cc1
61,O=C(Nc1ccc2c(c1)OCO2)N1CCC(c2nnc(C3CC3)s2)CC1
61,Cc1ccc(-c2csc(=NC34CC5CC(CC(C5)C3)C4)n2-c2ccccc2)c(C)c1
72,COc1ccc(OC)c2sc(N(Cc3ccco3)C(=O)c3cc(C)no3)nc12
68,Cc1ccc(-c2cc3c(=O)n(Cc4nc(-c5ccc(C)cc5)oc4C)ccn3n2)cc1
54,COc1ccc(OC)c(-c2ccc(=O)n(CC(=O)N3CCCC3)n2)c1
65,O=C(CSc1nccc(-c2cc(-c3ccccc3)no2)n1)Nc1ccc(C(F)(F)F)cc1
64,Cc1ccc(SCC(=O)Nc2oncc2-c2ccc(C)cc2)cc1
55,CCN1CCN(c2nc3ccc(OC(=O)COc4ccc(Cl)cc4Cl)cc3s2)CC1
53,CCOC(=O)c1c(NC(=S)N2CCOCC2)sc(C)c1C
55,CS(=O)(=O)NNC(=O)Cn1nnc(-c2cccc(Cl)c2Cl)n1
56,CCOC(=O)Cc1nn[nH]n1
56,N#C/C(=C/c1cn(-c2ccccc2)nc1-c1ccc(F)cc1)C(N)=S

# In the list so far, 17 have a thiophene ring, fused or not.
RMI FANCM FP,molecule
61,COc1cc(C(=O)N(Cc2cccs2)C2CCS(=O)(=O)C2)cc(OC)c1OC (stereo unspecified)
67,O=C(NCCn1ncc2c(=O)n(Cc3cccc(F)c3)cnc21)c1cccs1
59,CCOC(=O)c1sc(S(C)=NC(=O)Nc2ccc(Cl)cc2)c2c1CCC=C2 (stereo unspecified)
60,O=C(NCc1csc2ccccc12)c1cc(F)cc2c1OCOC2
68,Cc1cc(-c2nnc(NC(=O)c3cccs3)o2)n(C)n1
80,Cc1ccc(Cl)cc1NC(=O)CSc1ncc(S(=O)(=O)c2cccs2)c(N)n1
72,COC(=O)c1ccc(NC(=O)C(=O)NCC2CCN(Cc3cccs3)CC2)cc1
97,O=C(c1cccs1)N1N=C(c2ccc(Br)cc2)CC1c1nc2ccccc2[nH]1 (stereo unspecified)
110,CS(=O)(=O)N1CCCC(C(=O)Nc2sccc2-c2nc3ccccc3s2)C1 (stereo unspecified)
47,O=C(NCc1ccc(S(=O)(=O)NCc2cc(F)cc3c2OCOC3)s1)c1ccc(Cl)cc1
69,O=C(NCC1(c2cccs2)CCCC1)c1ccc2c(c1)OCO2
57,CC1=C(C#N)C(c2sccc2C)C2=C(CCCC2=O)N1 (stereo unspecified)
64,Cc1cc(C)cc(N(C)S(=O)(=O)c2ccsc2-c2nc(-c3cccnc3)no2)c1
63,O=C(Nc1ccc(Br)cc1-c1nc2ccccc2[nH]c1=O)c1cccs1
57,O=S(=O)(c1ccc(-c2ccccn2)s1)N1CCC2(CC1)OCCO2
60,Clc1c(-c2nnc(SC/C=C/c3ccccc3)o2)sc2ccccc12
53,CCOC(=O)c1c(NC(=S)N2CCOCC2)sc(C)c1C
